Apoferritin bind = candidate novel general anesthetic via apoferritin binding; apoferritin/1-aminoanthracene competitive binding, fluorescence; Potency, µM (highest dose often 77.5 µM), for the others: at the highest dose activity change, negative = displacement, usual class: inhibitors; 350,000 compounds, 0.074% hits; AID 485281; also: potency is read from the fitted curve at half-maximal effect; % is scaled to controls: 0 for no effect and ±100 for the full control effect; nearly all actives have a fitted effect of over 20% in size
Target sequence (P02791 2-175 limits assumed): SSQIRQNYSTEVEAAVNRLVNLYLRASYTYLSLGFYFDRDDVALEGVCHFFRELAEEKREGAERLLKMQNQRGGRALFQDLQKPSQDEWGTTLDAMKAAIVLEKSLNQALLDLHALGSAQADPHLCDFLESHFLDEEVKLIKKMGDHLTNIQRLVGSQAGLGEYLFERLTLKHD
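In PBS, apoferritin at 10 uM is loaded with 1-AMA from a 50% saturated solution. After 10 min of compound exposure at ambient temperature, reduced 535 nm fluorescence indicates probe displacement.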
D1 antagonist = human D1 dopamine receptor antagonism. P21728. HEK293 TREx D1 cells, calcium flux, dopamine EC80; hits give low values. activity change, negative = inhibition, % at 10 µM. 360,000 compounds, 3.2% hits; in the data active = activity change below about -30%; also: % is scaled to controls: 0 for no effect and ±100 for the full control effect
Target sequence (P21728 whole entry, looked up): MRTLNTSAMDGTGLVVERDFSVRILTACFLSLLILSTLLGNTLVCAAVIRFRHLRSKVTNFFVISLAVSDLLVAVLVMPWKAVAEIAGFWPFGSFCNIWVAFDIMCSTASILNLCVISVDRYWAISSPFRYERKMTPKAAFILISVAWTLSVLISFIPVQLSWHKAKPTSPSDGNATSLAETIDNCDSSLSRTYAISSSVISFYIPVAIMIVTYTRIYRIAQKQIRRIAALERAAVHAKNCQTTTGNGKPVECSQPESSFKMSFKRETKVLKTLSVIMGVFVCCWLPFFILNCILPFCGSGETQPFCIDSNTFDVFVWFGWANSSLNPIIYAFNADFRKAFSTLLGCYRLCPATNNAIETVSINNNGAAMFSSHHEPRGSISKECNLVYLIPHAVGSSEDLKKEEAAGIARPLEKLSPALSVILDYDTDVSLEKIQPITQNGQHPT
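HEK293 T-REx cells expressing inducible, force-coupled D1 receptor; no-wash Ca dye, 30–90 min RT. Cmpd → 180 s read at 1 Hz → EC80 DA → 180 s read.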
RXFP1 antagonist = RXFP1 (human) relaxin receptor antagonism | Q9HBX9 | HEK293-RXFP1, relaxin-stimulated cAMP HTRF, 30 min; hits give low values | activity change, negative = inhibition, % at 57.5 µM | 350,000 compounds, 0.59% hits;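 active = activity change of -60% or lower, but not beyond a set lower limit; inconclusive = change between -60% and -40%, or beyond the set limit; inactive = change above -40%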; also: % is scaled to controls: 0 for no effect and ±100 for the full control effect
D1 PAM = potentiators of human D1 dopamine receptor | P21728 | HEK293 TREx D1 cells, calcium flux, dopamine EC20 potentiation | potentiation, % at 10 µM | 360,000 compounds, 0.036% hits; in the data active = potentiation above about 30%; also: 0% is about no effect
D1 agonist = agonists of human D1 dopamine receptor | HEK293 T-REx D1 cells, calcium flux, agonist mode | activation, % at 2 µM | 360,000 compounds, 1% hits; in the data active = activation above about 30%; also: 0% is about no effect
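Tetracycline-induced HEK293 TREx D1 cells, force-coupled to calcium signalling, were dye-loaded with a no-wash calcium kit. Compound was pin-added after a 10 s baseline. Fluorescence was read kinetically at 1 cycle/s for 180 s, with calcium rises flagged as agonism.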
TRHR PAM = allosteric enhancers of human TRH receptor. enhancement, % at 2 µM. AID 493056. TRHR cells, fluo-8 calcium fluorescence, EC20 TRH enhancement. 360,000 compounds, 0.66% hits. P34981; in the data active = enhancement above about 30%; also: 0% is about no effect
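Enhancer read-out: after compound pinning and an initial kinetic agonist-mode read, an EC20 of TRH (10 nM final) was injected and fluo-8 calcium signal (Ex 480/Em 530) followed at 1 s/cycle for 100 cycles in TRHR-expressing cells.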
TRHR ag = TRH receptor (human) agonism. TRHR cells, calcium flux fluo-8, FDSS agonist mode. P34981. activation, % at 2 µM. 360,000 compounds, 0.18% hits; in the data active = activation above about 30%; also: 0% is about no effect
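TRHR-expressing cells, plated overnight in medium with 10% serum, were loaded with fluo-8 calcium dye at room temperature. After a 10 s baseline, library compound was pin-added and calcium release was recorded kinetically (ex 480/em 530) as agonist response.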
D2 PAM = positive allosteric modulators of human D2 dopamine receptor | HEK293 T-REx D2, calcium flux, EC20 dopamine potentiation | potentiation, % at 10 µM | 340,000 compounds, 0.34% hits | AID 485347;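 active = potentiation over 3 SD above the plate norm, cut at about 30% in these data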; also: 0% is about no effect
Target sequence (P14416 whole entry, looked up): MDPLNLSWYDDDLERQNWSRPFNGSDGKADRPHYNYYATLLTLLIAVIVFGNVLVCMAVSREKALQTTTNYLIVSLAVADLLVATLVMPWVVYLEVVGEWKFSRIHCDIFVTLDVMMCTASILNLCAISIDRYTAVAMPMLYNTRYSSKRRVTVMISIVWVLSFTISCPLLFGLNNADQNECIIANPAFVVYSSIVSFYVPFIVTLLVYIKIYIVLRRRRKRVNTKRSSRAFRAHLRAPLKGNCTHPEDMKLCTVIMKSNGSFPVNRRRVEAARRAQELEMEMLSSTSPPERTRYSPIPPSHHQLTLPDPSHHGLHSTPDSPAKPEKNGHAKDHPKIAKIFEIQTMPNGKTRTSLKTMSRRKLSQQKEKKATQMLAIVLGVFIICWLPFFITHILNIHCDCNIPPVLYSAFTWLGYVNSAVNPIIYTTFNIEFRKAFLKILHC
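Cells plated with tetracycline inducer and held overnight at 30 C; calcium dye loaded 30–90 min at room temperature; baseline taken, compound added and read 180 s; EC20 dopamine then added and read 180 s.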
RXFP1 ag = activates the human relaxin receptor RXFP1 | Q9HBX9 | HEK293T-RXFP1 cAMP TR-FRET, 30 min; response scale: percent of porcine relaxin response, buffer zero | Potency, µM (doses to about 57.5 µM), without a hit: top-dose activation, actives largely listed as activators | 370,000 compounds, 0.3% hits | AID 2676; also: potency is read from the fitted curve at half-maximal effect; % is scaled to controls: 0 for no effect and ±100 for the full control effect; nearly all actives have a fitted effect of over 60% in size; many of its hits are not listed in these tables
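Agonist response is measured as cAMP accumulation in an RXFP1-transfected HEK293T line under PDE4 inhibition. Values are scaled between buffer-only and 29 nM porcine relaxin, and EC50s come from standard Hill equation fits.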
* = called active by the depositor; u = inconclusive; x = no result given; [ ] = dose if it differs, or a comment. Unless noted, calls follow the shape of the dose curve; as a rule, active = well fitted curve in the direction sought with a large enough effect; inconclusive = small, poorly fitted or top-dose-only effect, or another doubt; inactive = no such curve, though single readings can be large; an effect the other way counts as inactive or inconclusive.

Values in the order – RXFP1 antagonist	TRHR ag	D1 antagonist	RXFP1 ag	D2 PAM	TRHR PAM	D1 agonist	D1 PAM	Apoferritin bind
1: CC(=O)c1cccc(NC(=O)CCCN2C(=O)COc3ccc(C)cc32)c1
    2	-1.0	-3	-1.6%	27	8	-4	-1	44%[activator]
2: Cc1ccc(C(=O)NNC(=O)c2ccc3c(c2)OCCO3)cc1
    4	-0.5	10	2.8%	6	-1	2	-7	x
3: Cc1onc(-c2c(F)cccc2Cl)c1C(=O)NC1CCCCCC1
    -6	-0.3	-1	-0.3%	14	3	1	8	-12%
4: CC1=C(C(=O)Nc2ccc(C)cc2C)C(c2ccccc2F)n2nc(SCC(=O)c3ccc(C)cc3)nc2N1 (configuration not stated)
    -2	-0.6	5	1.0%	-1	14	1	-2	1%
5: Nc1ncnc(N2CCOCC2)c1N
    -6	0.4	-21	0.0%	3	-4	1	1	1%
6: CC1=C(C(=O)OCc2ccccc2)C(c2ccsc2)NC(=O)N1C (configuration not stated)
    -1	-0.1	-7	-1.3%	13	6	1	0	-10%
7: O=C(CSc1nnc(-c2ccccc2)n1Cc1ccco1)Nc1ccc2c(c1)OCCO2
    -1	0.2	-14	0.5%	7	-5	1	0	u
8: O=C1C(c2ccc(F)cc2)N(CCc2ccccc2)C(=O)CN1C1CCCCC1 (configuration not stated)
    -3	-0.6	13	1.1%	4	-3	-3	-1	-6%
9: O=C(CSc1nc(-c2ccco2)cc(C(F)(F)F)n1)NCCCN1CCOCC1
    -24	-0.3	2	2.6%	-4	0	0	3	-10%
10: COc1ccc(Cc2nnc(NC(=O)c3ccc(F)cc3)s2)cc1OC
    3	-0.4	9	1.9%	-18	-4	2	-15	-3%

Single records, as listed above.
COc1ccc(Cc2nnc(NC(=O)c3ccc(F)cc3)s2)cc1OC is entered as RXFP1 antagonist: 3; TRHR ag: -0.4; D1 antagonist: 9; RXFP1 ag: 1.9%; D2 PAM: -18; TRHR PAM: -4; D1 agonist: 2; D1 PAM: -15; Apoferritin bind: -3%
Nc1ncnc(N2CCOCC2)c1N is entered as RXFP1 antagonist: -6; TRHR ag: 0.4; D1 antagonist: -21; RXFP1 ag: 0.0%; D2 PAM: 3; TRHR PAM: -4; D1 agonist: 1; D1 PAM: 1; Apoferritin bind: 1%
Cc1ccc(C(=O)NNC(=O)c2ccc3c(c2)OCCO3)cc1 is entered as RXFP1 antagonist: 4; TRHR ag: -0.5; D1 antagonist: 10; RXFP1 ag: 2.8%; D2 PAM: 6; TRHR PAM: -1; D1 agonist: 2; D1 PAM: -7; Apoferritin bind: x

Later entries.
Values in the order – RXFP1 antagonist	TRHR ag	D1 antagonist	RXFP1 ag	D2 PAM	TRHR PAM	D1 agonist	D1 PAM	Apoferritin bind
11: C=CCNc1nc2c(c(=O)[nH]c(=O)n2C)n1CC(O)COc1ccc2ccccc2c1 (configuration not stated)
    -3	-0.6	2	3.3%	1	2	2	-5	-14%
12: O=C(COc1ccc(F)cc1)c1c(O)cc(O)cc1O
    -6	0.8	-20	-1.6%	4	2	2	1	-2%
13: Cc1cccc(NC(=O)c2c(-c3ccccc3)noc2C)n1
    5	-0.9	0	-3.4%	20	2	4	-11	-4%
14: CCOP(=O)(OCC)C(O)c1cc(OC)c(OC)c(OC)c1 (configuration not stated)
    -7	0.6	-1	-1.2%	-4	-5	3	-1	1%
15: O=C(NCCCn1ccnc1)NC(C(F)(F)F)C(F)(F)F
    2	0.5	-2	0.4%	3	3	5	3	-1%
16: CN=C1SC(C(=O)Nc2ccccc2Cl)CC(=O)N1c1ccc(OC(F)(F)Cl)cc1 (configuration not stated)
    -1	1.2	23	0.8%	x	-2	4	-2	-14%
17: CCc1ccc(OCC(=O)NNC(=O)CSc2ncnc3sc(C)c(C)c23)cc1
    -9	-0.8	-5	u	3	7	1	4	-6%
18: Cc1cnc(C(=O)OCC(=O)NCCCc2ccccc2)cn1
    10	-0.5	-17	1.2%	3	-2	1	-2	-3%
19: N#Cc1c(-c2ccco2)c2c([nH]c1=S)CCCC2
    11	0.4	11	-1.2%	-6	2	3	2	3%
20: COc1ccc(-c2cc(C(F)(F)F)n3nc(C(=O)OC(C)C)cc3n2)cc1
    -31	0.1	-3	5.5%	8	-6	1	-1	71%[activator]
21: CC(=NCC1CCCO1)c1c(O)[nH]c(=O)[nH]c1=O (configuration not stated)
    u	0.0	9	0.0%	-1	-2	1	-7	-8%
22: Cc1nc(NCCc2ccc(S(N)(=O)=O)cc2)c2c(C)c(C)sc2n1
    -12	-0.7	-11	0.2%	-10	3	2	-5	-3%
23: CCC(C(=O)O)N1C(=O)/C(=C/C(C)=C/c2ccccc2)SC1=S (configuration not stated)
    -19	-0.7	-8	4.2%	4	0	2	2	-7%
24: FC(F)Sc1nc(-c2ccccc2)c(-c2ccccc2)n1C(F)F
    x	0.9	11	-1.0%	7	-1	6	11	-17%
25: C#CCCCCCCCCC(=O)NCCCC
    -15	-0.8	-22	0.1%	0	-4	1	-1	-22%
26: Cc1nn(-c2ccccc2)c(Cl)c1C(=O)NCC(C)c1ccccc1 (configuration not stated)
    -9	-1.8	-2	0.8%	1	-3	4	-6	-10%
27: COc1cccc(Cn2c(=O)n(CC3CCC(C(=O)N4CCCCC4)CC3)c(=O)c3sccc32)c1 (configuration not stated)
    -20	0.6	9	-1.0%	-20	-6	10	-2	7%
28: CCc1ccc(Nc2nnc(-n3nc(C)cc3C)c3ccccc23)cc1
    -10	0.0	-21	6.4%	-11	0	1	-6	1%
29: O=C(OCC#CCSc1nnc(-c2ccc(Br)cc2)o1)c1cccs1
    3	0.4	-13	2.2%	-1	4	12	-10	-11%
30: Cc1nc2ccccc2n1CCc1nc2c3ccccc3nc(SCc3cccc(F)c3)n2n1
    -6	0.0	3	1.5%	-6	-1	4	-1	2%
31: COc1ccccc1OCCC(=O)OCC(=O)NC(C)c1ccccc1 (configuration not stated)
    -2	-0.6	2	0.7%	-25	-4	0	-1	-9%
32: COC(=O)c1cn(CCC#N)nc1-c1ccc2ccccc2c1
    5	-0.2	-18	0.6%	3	5	6	-2	7%
33: CCC(=O)NCCNc1ccc([N+](=O)[O-])cn1
    x	-1.4	-28	3.2%	3	-1	5	2	-12%
34: CCOC(=O)N1CCN(C(=O)c2ccc(S(=O)(=O)c3ccc(C)cc3)c(NC(C)=O)c2)CC1
    4	0.0	7	0.7%	9	-2	-2	2	-10%
35: Cc1ccc2[nH]c(=O)c(C(c3nnnn3CC3CCCO3)N3CCOCC3)cc2c1 (configuration not stated)
    7	-0.6	-13	3.5%	1	-1	-1	-3	-8%
36: Cc1nc(-c2ccc(S(=O)(=O)N3CCN(c4cccc(Cl)c4)CC3)cc2)co1
    x	0.4	-16	4.2%	-9	0	3	-4	2%
37: O=S(=O)(c1ccccc1)N1CCC(c2ccccc2)CC1
    x	-0.5	-13	2.4%	-8	-1	3	-4	x
38: O=C(NC(Cc1ccccc1)C(=O)O)/C(=C/c1ccc(Cl)cc1)NC(=O)c1ccco1 (configuration not stated)
    4	-0.1	-25	4.8%	-3	6	-1	-4	-1%
39: CCC(=O)NC(Nc1ncc(C)s1)(C(=O)OC)C(F)(F)F (configuration not stated)
    4	-1.7	10	0.3%	-7	12	2	-7	4%
40: CC(CN1CCCCC1)C(=O)NNC(=O)C12CC3CC(CC(C3)C1)C2 (configuration not stated)
    5	1.2	5	-1.9%	5	4	4	-7	-8%
41: CSCC(=O)N1CCCC(N2CCN(c3ccc(F)cc3)CC2)C1 (configuration not stated)
    5	0.0	-1	3.4%	13	8	4	0	6%
42: CCCn1c(=N)n(CCOc2ccc(OC)cc2)c2ccccc21
    0	2.1	5	0.5%	0	1	6	3	-6%
43: COc1ccc(NC(=S)N/N=C/c2cccn2Cc2ccc(F)cc2Cl)cc1
    -11	0.4	10	-0.7%	-9	22	2	-2	-15%
44: CC(C)(C)c1ccc(C(=O)N2CCN(Cc3cc(=O)n4nc(-c5ccccc5F)sc4n3)CC2)cc1
    x	0.0	0	6.3%	-4	5	1	4	-12%
45: O=C(NCc1ccccc1)C1=C[C@H](c2ccc(C(F)(F)F)cc2)C[C@H](OCc2ccc(CO)cc2)O1
    x	0.9	17	1.9%	-8	-1	21	-5	-14%
46: COc1cc(S(=O)(=O)NCc2ccccc2)ccc1Br
    5	-0.1	-7	4.1%	-6	2	1	-1	3%
47: CCCSc1cc(N2CCCC2)nc(-c2ccccc2)n1
    -5	-0.4	-16	0.6%	8	-4	4	-8	-13%
48: O=C(c1cccc2c1C(=O)N(Cc1cccnc1)C2)N1CCN(c2ccccc2)CC1
    -5	0.0	-9	1.8%	-4	-3	0	-2	0%
49: CCC(=O)Nc1ccc(S(=O)(=O)NCc2ccco2)cc1
    -7	0.2	6	0.1%	-2	19	4	-2	2%
50: COc1ccccc1Nc1ncnc2ccccc12
    -9	0.0	-1	2.5%	2	15	4	-7	-11%
51: O=C1C(C=NCc2ccccn2)=C(O)c2ccccc21
    5	-0.1	5	0.1%	11	5	0	3	-14%
52: COc1ccc(C(=O)NCCCNC(=O)c2cccnc2)cc1Br
    2	-0.6	1	4.2%	0	6	-1	-6	-7%
53: Cc1nc(C2COc3ccccc3O2)sc1C(=O)O (configuration not stated)
    -15	-0.1	18	0.2%	4	3	0	0	3%
54: O=C(N1CCOCC1)C1(S(=O)(=O)c2ccccc2)CC=CC1
    x	0.5	6	0.0%	-10	17	-1	-5	-4%
55: Cc1ccc(S(=O)(=O)NC(CC(=O)NCc2ccco2)c2ccco2)cc1 (configuration not stated)
    -2	-1.1	1	-0.2%	-5	5	2	-5	7%
56: CC(=O)NC12CC3CC(C1)CC(C(=O)Oc1ccc(N(C)S(=O)(=O)c4cc(C)ccc4C)cc1)(C3)C2
    6	1.0	-19	-0.4%	-5	0	5	-8	x
57: CC(NC(=O)c1ccco1)c1cccc2ccccc12 (configuration not stated)
    -5	-0.1	-2	-4.2%	2	2	1	0	-9%
58: Cc1cc(NCCCN(C)C)n2c(nc3ccccc32)c1C#N
    -15	0.5	8	u	4	4	1	3	56%[activator]
59: Cc1nc(-c2ccc(C#N)cc2)cs1
    0	-0.1	-5	10%	6	0	2	4	5%
60: Cc1ccc(S(=O)(=O)N(CC(=O)Nc2ccc(C)cc2C)C(=O)N2CCN(C)CC2)cc1
    1	0.1	-8	1.5%	-5	7	1	3	x
61: O=Cc1c(NCCc2ccc(F)cc2)c2ccccc2[nH]c1=O
    -8	-0.3	-8	-0.3%	9	-2	4	0	-14%

Source: PubChem BioAssay (National Center for Advancing Translational Sciences (NCATS))

Some of the compounds tested; the hit share may differ from the screen's.
